# Screening data (PubChem BioAssay)
# mIDH1 inhibitor = inhibitors of human mutant IDH1 R132H; IDH1-R132H enzyme, NADPH consumption, diaphorase/resazurin fluorescence; O75874; Potency, µM (highest dose often 76.6 µM), inactives show at the top dose activity change, negative = inhibition, most hits filed as inhibitors; 390,000 compounds, 0.093% hits; also: % is scaled to controls: 0 for no effect and ±100 for the full control effect; nearly all actives have a fitted effect of over 65% in size
#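 IDH1-R132H (0.5 ug/mL dispensed) in pH 7.5 Tris buffer was preincubated 30 min with compound, then given a substrate mix of 0.016 mM NADPH and 2 mM alpha-KG for 80 min at room temperature; remaining NADPH was read by diaphorase/resazurin fluorescence.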
# Vif-A3G inh = blocks the Vif interaction with human APOBEC3G. Q9HC16. HeLa A3G-eYFP + Vif (tagged APOBEC3G with the HIV-1 protein that degrades it), YFP fluorescence, overnight. Potency, µM (top dose mostly 46.1 µM), without a hit: top-dose activity, negative = active, hits mostly inhibitors. 410,000 compounds, 0.076% hits;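 also: % is scaled to controls: 0 for no effect and ±100 for the full control effect; nearly all actives have a fitted effect of over 60% in size; hits raise eYFP signal because A3G escapes Vif-driven loss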
# Target sequence (Q9HC16 whole entry, looked up): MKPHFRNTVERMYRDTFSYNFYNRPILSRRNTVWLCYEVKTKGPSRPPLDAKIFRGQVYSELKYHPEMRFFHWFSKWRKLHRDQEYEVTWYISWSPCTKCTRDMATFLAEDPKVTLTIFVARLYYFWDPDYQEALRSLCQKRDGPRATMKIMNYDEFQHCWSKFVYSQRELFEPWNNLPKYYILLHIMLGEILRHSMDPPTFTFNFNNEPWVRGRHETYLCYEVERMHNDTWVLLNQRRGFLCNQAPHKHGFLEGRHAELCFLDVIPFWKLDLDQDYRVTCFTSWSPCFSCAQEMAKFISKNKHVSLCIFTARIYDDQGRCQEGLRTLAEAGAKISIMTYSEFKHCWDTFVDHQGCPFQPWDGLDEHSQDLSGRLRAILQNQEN
#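 HeLa cells stably expressing Vif and C-terminally eYFP-tagged A3G, seeded overnight at 37 deg C, then exposed to compound by pintool overnight at 37 deg C. Rise in yellow fluorescence (Ex 488/Em 500-530, Acumen) marks blocked Vif-driven A3G degradation.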
# USP1 inh = inhibitors of human USP1/UAF1 deubiquitinase | Potency, µM (titrated, usually from 57.1 µM), without a hit: at the top dose activity change, negative = inhibition, usual class: inhibitors | AID 743255 | 390,000 compounds, 0.23% hits | O94782 | recombinant USP1/UAF1, Ub-Rhodamine cleavage fluorescence; also: % is scaled to controls: 0 for no effect and ±100 for the full control effect; nearly all actives have a fitted effect of over 60% in size; inactives centre near -12
#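 USP1/UAF1 complex (1 nM) preincubated 15 min at room temperature with compound, then Ub-Rho substrate (150 nM final) added. Kinetic fluorescence at 480/540 nm over 6 reads at 60 s intervals; 50 mM HEPES pH 7.8, 0.5 mM EDTA, 0.1 mg/ml BSA, 1 mM TCEP, 0.01% Tween-20.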
# TrxR1 inh = inhibitors of rat thioredoxin reductase 1 | O89049 | recombinant rTrxR1, NADPH fluorescence consumption, selenite substrate | Potency, µM (doses to about 114 µM), inactives show at the top dose activity change, negative = inhibition, most hits filed as inhibitors | 390,000 compounds, 1% hits | AID 588453; also: % is scaled to controls: 0 for no effect and ±100 for the full control effect; nearly all actives have a fitted effect of over 65% in size
# Target sequence (O89049 whole entry, looked up): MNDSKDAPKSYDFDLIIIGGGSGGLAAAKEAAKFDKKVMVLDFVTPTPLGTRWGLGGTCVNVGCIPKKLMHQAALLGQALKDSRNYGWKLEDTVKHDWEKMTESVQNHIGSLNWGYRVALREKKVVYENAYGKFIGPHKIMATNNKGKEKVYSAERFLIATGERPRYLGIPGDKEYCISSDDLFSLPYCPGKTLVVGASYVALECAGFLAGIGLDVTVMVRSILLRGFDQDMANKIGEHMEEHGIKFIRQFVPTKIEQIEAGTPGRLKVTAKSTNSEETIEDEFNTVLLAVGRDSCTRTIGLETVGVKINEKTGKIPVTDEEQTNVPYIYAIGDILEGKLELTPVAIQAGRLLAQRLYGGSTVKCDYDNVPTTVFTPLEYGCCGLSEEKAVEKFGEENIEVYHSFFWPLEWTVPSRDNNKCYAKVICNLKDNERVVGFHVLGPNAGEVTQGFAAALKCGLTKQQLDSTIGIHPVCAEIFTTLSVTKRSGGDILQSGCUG
#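 Rat TrxR1 (90 nM in the dispensed reagent) was pre-reduced with 400 uM NADPH for 5 min at room temperature, then incubated with compound for 15 min. After 400 uM selenite was added, NADPH fluorescence (Ex 340/Em 450 nm) was followed for 8 min.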
# TrxR1 substrate = substrates of rat thioredoxin reductase 1; O89049; purified TrxR1 substrate turnover, NADPH consumption readout; Potency, µM (top dose mostly 114 µM), inactives show at the highest dose activity change, negative = substrate turnover; 390,000 compounds, 0.01% hits; AID 588456; also: % is scaled to controls: 0 for no effect and ±100 for the full control effect; nearly all actives have a fitted effect of over 50% in size
#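 Rat TrxR1, dispensed at 90 nM, was prereduced with 400 uM NADPH (final) for 5 min at ~22 deg C, then incubated with compound 15 min before 400 uM selenite. A first-read NADPH fluorescence drop versus no-compound background flagged substrates.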
# Vif-APOBEC3F blk = inhibitors of Vif-A3F interaction. HeLa A3F-eYFP + Vif (tagged APOBEC3F with the HIV-1 protein that degrades it), YFP fluorescence increase. Potency, µM (doses to about 46.1 µM), inactives show at the top dose activity, negative = active. 390,000 compounds, 0.2% hits; also: % of control where 0% means no effect; nearly all actives have a fitted effect of over 65% in size
#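 Fluorescence increase (Ex 488/Em 500-530) after overnight compound treatment at 37 deg C flags inhibition of Vif-driven A3F-eYFP loss in stable HeLa A3F-eYFP/Vif cells seeded overnight beforehand.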
# 12-LOX inh = ALOX12 (human) lipoxygenase inhibition. purified 12hLO, xylenol orange hydroperoxide absorbance. Potency, µM (titrated, usually from 108 µM), for inactives: at the top dose activity change, negative = inhibition, actives largely listed as inhibitors. 580,000 compounds, 1.1% hits; also: % is scaled to controls: 0 for no effect and ±100 for the full control effect
#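 Purified human 12hLO (150 nM final) in 25 mM Hepes, 0.01% Triton X-100, pH 7.0 was preincubated 15 min at room temperature with compound. Then 40 uM arachidonic acid was added, 30 min. Hydroperoxide was read by Fe-XO absorbance ratio 573/405 nm.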
# RGS4 inh = human RGS4 inhibition; P49798; Transcreener GDP fluorescence polarization, RGS4-accelerated GTP hydrolysis; Potency, µM (series often up to 114 µM), for the others: at the highest dose activity change, negative = inhibition, hits mostly inhibitors; 390,000 compounds, 0.039% hits; AID 504845; also: % is scaled to controls: 0 for no effect and ±100 for the full control effect; nearly all actives have a fitted effect of over 75% in size; some results filed as inactive show a strong effect at the top dose
# Target sequence (P49798 whole entry, looked up): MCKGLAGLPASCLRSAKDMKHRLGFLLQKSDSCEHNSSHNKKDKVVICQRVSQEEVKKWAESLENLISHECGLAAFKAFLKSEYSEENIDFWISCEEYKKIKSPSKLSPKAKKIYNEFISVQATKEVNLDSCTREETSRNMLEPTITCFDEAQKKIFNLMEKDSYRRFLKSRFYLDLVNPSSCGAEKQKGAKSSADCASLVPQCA
#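 MLSMR compounds (23 nl, pin-transferred) preincubated 10 min at room temperature with a 500nM (2x) first reagent, then RGS4 at 900nM (2x) plus Transcreener GDP mix added; fluorescence polarization (620/688 nm) read before and after 90 min at 30 °C.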
# RXFP1 ag = RXFP1 (human) receptor agonism | Q9HBX9 | HEK293T-RXFP1 cAMP TR-FRET, 30 min; response scale: percent of porcine relaxin response, buffer zero | Potency, µM (titrated, usually from 57.5 µM), for the others: at the highest dose activation, hits mostly activators | 370,000 compounds, 0.3% hits | AID 2676; also: % is scaled to controls: 0 for no effect and ±100 for the full control effect; nearly all actives have a fitted effect of over 60% in size; many of its hits are not listed in these tables
#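 HEK293 cells stably expressing RXFP1, treated 30 min at 37C with compounds plus PDE4 inhibitor Ro 20174; cAMP measured by HTRF TR-FRET. Normalized to buffer and 29 nM porcine relaxin; EC50 by Hill fit.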
# Active calls of the source: *; ? = inconclusive; · = no result given; [ ] = remark or other dose. Calls follow the shape of the dose curve; as a rule, active = well fitted curve in the direction sought with a large enough effect; inconclusive = small, poorly fitted or top-dose-only effect, or another doubt; inactive = no such curve, though single readings can be large; an effect the other way counts as inactive or inconclusive. Potency is read from the fitted curve at half-maximal effect.
SMILES,mIDH1 inhibitor,Vif-A3G inh,USP1 inh,TrxR1 inh,TrxR1 substrate,Vif-APOBEC3F blk,12-LOX inh,RGS4 inh,RXFP1 ag
CCN(C(=O)Cn1cc(C(F)(F)F)ccc1=O)C1CCS(=O)(=O)C1 (stereo not given),3%,-4%,3%,·,·,0%,?,·,·
CN(C)c1cc[n+](CC(=O)c2ccc(-c3ccccc3)cc2)cc1,8%,2%,-20%,5%,-5%,-8%,-4%,4%[11.4 µM],0.7%
COc1cc(OC)c(N2CC(C(=O)NCCC3=CCCCC3)CC2=O)cc1Cl (stereo not given),8%,0%,-9%,10%,2%,8%,6%,0%,0.0%
CC12C=CC(=O)C=C1CCC1C3CCC(O)(C(=O)CO)C3(C)CC3OC312 (stereo not given),0%,1%,-5%,12%,7%[57.1 µM],-1%,492%[activator],-25%,1.5%
COc1ccc(CCNC(=O)c2ccc(Nc3nc4ccccc4n4nnnc34)cc2)cc1OC,-5%,-14%,-7%,1%,2%,?,?,9%,?
CCOC(=O)c1cc2sc(C)cc2n1CC(=O)N1CCN(C(=O)c2ccco2)CC1,2%,-3%,7%,-4%,0%,-4%,1%,-5%,1.0%
Cc1ccc(NC(C)C(=O)N/N=C/c2c[nH]c3ccccc23)cc1 (stereo not given),2%,0%,-11%,8%[57.1 µM],0%[57.1 µM],9%,-12%,3%,-1.2%
COc1cccc(CN2CC(C(=O)NCCSc3nnnn3C)CCC2=O)c1 (stereo not given),1%,0%,-6%,35%[activator],17%,2%,?,?,-1.1%
COc1cc(Cn2c(=O)oc3ccc(C)cc32)ccc1OCCC(C)C,14%,-2%,-21%,21%,1%,-6%,-55%,-18%,-0.1%
CCOC(=O)CNC(=O)CSc1nc2cccnc2n1C,-1%,-8%,3%,10%,-2%,-12%,0%,26%,3.2%
O=C(COC(=O)c1cnccn1)Nc1c(Cl)cc(Cl)cc1Cl,-3%,4%,-5%,1%,-1%,0%,17%,-13%,0.2%
CS(=O)(=O)c1ccc2nc(NC(=O)CN3CCOCC3)sc2c1,-1%,0%,5%,18%,-4%,9%,?,19%,1.3%
NS(=O)(=O)c1ccc(NC(=O)CN2CCN(S(=O)(=O)c3ccc(F)cc3)CC2)cc1,11%,-8%,-31%,-15%,-6%,-15%,0%,-68%[56.9 µM],2.5%
CCCCN=C1NC(=O)C(CC(=O)Nc2ccc(Cl)cc2)S1 (stereo not given),-2%,1%,-8%,9%,0%,-7%,-10%,-26%,0.1%
CC(C)C[C@H](NC(=O)C1CC(=O)N(c2ccc3c(c2)OCCO3)C1)C(=O)N1CCCCC1 (stereo not given in full),0%,-2%,-2%,8%[57.1 µM],4%[57.1 µM],-5%,5%,-1%[56.9 µM],-0.5%
O=C(CSc1nnnn1C1CC2C=CC1C2)Nc1ccc(C(=O)O)cc1 (stereo not given),1%,4%,-8%,5%,9%,10%,-28%,-18%,2.4%
Cc1ccc2nc(SCc3nc(-c4ccc(Cl)cc4)no3)[nH]c2c1,33%[activator],-8%,-24%,4%,-10%,-10%,-26%,1%,1.0%
O=C(N/N=C/c1ccc(Br)cc1)c1ccc(F)cc1,4%,-1%,-1%,1%[57.1 µM],5%[57.1 µM],-1%,21%,-15%,-1.9%
C=CC[C@H](CC(=O)N(CCO)Cc1ccccc1)C(=O)NCCOC(=O)[C@@H](CC=C)Cc1ccc(F)cc1,-5%,2%,-16%,2%,-10%,6%,7%,-1%,·
Cc1ccc(-c2nnc(NCCCO)c3ccccc23)cc1,2%,2%,-24%,14%,-1%,-4%,26%,-6%,0.4%
COc1ccc([C@H]2CC(=O)C=C(c3cc(C=O)ccc3OC)C2)cc1OC,-13%,-18%,?,20%,5%,-1%,?,8%,1.3%
CC(C)C1C(=O)N(Cc2cn(Cc3ccco3)nn2)CCS(=O)(=O)N1Cc1ccc(-c2cccc(N(C)C)c2)cc1 (stereo not given),9%,-2%,-26%,·,·,3%,-37%,·,·
COc1ccc(C2C(C(=O)c3ccc(C)o3)=C(O)C(=O)N2Cc2ccco2)cc1OC (stereo not given),5%,1%,-21%,4%,-2%,1%,?,-2%,10%
O=C(c1ccc(OC2CCN(Cc3ccccn3)CC2)cc1)N1CCCCCC1,3%,1%,-4%,13%,3%,5%,15%,11%,0.6%
Cc1cc(C)c(Cn2c(CCNC(=O)c3ccco3)nc3ccccc32)c(C)c1,-11%,-1%,2%,5%,-1%,2%,-22%,10%,0.5%
SMILES,mIDH1 inhibitor,Vif-A3G inh,USP1 inh,TrxR1 inh,TrxR1 substrate,Vif-APOBEC3F blk,12-LOX inh,RGS4 inh,RXFP1 ag
Cc1ccc(C(=O)CCC(=O)Nc2ncccc2C)cc1,-5%,-1%,-20%,-2%,-5%,-1%,?,-1%,0.2%
COc1ccccc1NC(=O)Cn1c(=O)n(C)c(=O)c2sc3c(c21)COC(C)(C)C3,2%,2%,-4%,38%[activator],12%,-2%,-22%,20%,-4.3%
CC[n+]1ccc(C[n+]2ccccc2)c2ccccc21,2%,-1%,-18%,?,-13%,1%,?,?,-0.9%
Cc1nc2c(C)cccn2c1/C(O)=C1\C(=O)C(=O)N(CCN(C)C)C1c1cccs1 (stereo not given),7%,0%,3%,34%,14%,6%,1%,22%,·
CCOc1ccc(N(CC(=O)NC2CCCCC2)C(=O)CCC(=O)Nc2nc(C)cs2)cc1,-1%,0%,-1%,-16%,-6%,-3%,-24%,-8%,0.2%
O=C(CN1C(=O)S/C(=C\c2ccc(F)cc2)C1=O)Nc1cccc(S(=O)(=O)NCc2ccco2)c1,-9%,-2%,-12%,15%[57.1 µM],-10%,-16%,-15%,-9%,1.0%
COc1ccc(C=O)cc1OC(=O)N1CCOCC1,-2%,5%,-19%,14%[57.1 µM],-3%[57.1 µM],-9%,0%,3%,2.5%
COc1ccc(OC)c(/C=N/NC(=O)CN2CCSCC2)c1,2%,-2%,-5%,2%,265%[activator],7%,-25%,-5%,0.2%
N#CC1=C(N)Oc2c(ccc3ccccc23)C1c1cccs1 (stereo not given),6%,?,-7%,?,1%,?,·,-6%,2.4%
O=C(Cc1cccc(NC(=O)C2CCN(S(=O)(=O)c3cccc([N+](=O)[O-])c3)CC2)c1)Nc1cccc(C(=O)N2CCCCC2)c1,-21%,3%,?,24%,-1%,11%,8%,-4%,·
Cc1ccc(C(=O)OCC(=O)NC(=O)c2cccn2C)cc1,7%,2%,-11%,4%[57.1 µM],4%[57.1 µM],-3%,3%,-8%,2.9%
COc1cc(/C=C/C(=O)O)cc(S(=O)(=O)NCCO)c1OC,3%,3%,-21%,?,2%[57.1 µM],-2%,-10%,-12%,1.0%
CCn1c(=O)c(C(=O)Nn2c(C)nc3ccccc3c2=O)c(O)c2ccccc21,0%,0%,-8%,-10%,0%,-4%,0%,-34%,1.4%
COc1ncc(-c2ccc3c(c2)S(=O)(=O)c2cccc(C(=O)O)c2C3=O)cn1,-10%,1%,3%,6%[57.1 µM],3%[57.1 µM],-3%,-18%,16%,0.3%
COC(=O)CN1C(=S)N(c2ccc(F)cc2)C(=O)C1CC(=O)Nc1ccc(F)cc1 (stereo not given),-19%,-7%,-19%,5%,-3%,7%,?,-13%,5.8%
COc1ccc(Br)cc1CNC(=O)CCN1C(=O)COc2ccccc21,7%,-1%,-24%,-1%,5%,-8%,-1%,-7%,2.7%
CN(CC(=O)Nc1ccc(C(N)=O)cc1)CC(=O)Nc1ccccc1Cl,2%,-2%,1%,3%,-1%,-6%,0%,-2%,3.7%
Cc1ccccc1NC(=S)NCCc1ccccc1,1%,-3%,-18%,-7%,-6%,-13%,?,9%,1.2%
Cc1ccc(S(=O)(=O)N2CCN(C(=O)CN3CCOCC3)C2)cc1,0%,-1%,-20%,-16%,2%,·,16%,17%,0.9%
Cc1nn(Cc2n[nH]c(=S)n2Cc2ccccc2)c(C)c1Cl,-1%,-1%,4%,?,-8%,5%,45µM*,-47%,-3.9%

# In a second layout: entries from further up.
SMILES	mIDH1 inhibitor	Vif-A3G inh	USP1 inh	TrxR1 inh	TrxR1 substrate	Vif-APOBEC3F blk	12-LOX inh	RGS4 inh	RXFP1 ag
COc1ccc(OC)c(/C=N/NC(=O)CN2CCSCC2)c1	2%	-2%	-5%	2%	265%[activator]	7%	-25%	-5%	0.2%
N#CC1=C(N)Oc2c(ccc3ccccc23)C1c1cccs1 (stereo not given)	6%	?	-7%	?	1%	?	·	-6%	2.4%
O=C(Cc1cccc(NC(=O)C2CCN(S(=O)(=O)c3cccc([N+](=O)[O-])c3)CC2)c1)Nc1cccc(C(=O)N2CCCCC2)c1	-21%	3%	?	24%	-1%	11%	8%	-4%	·
Cc1ccc(C(=O)OCC(=O)NC(=O)c2cccn2C)cc1	7%	2%	-11%	4%[57.1 µM]	4%[57.1 µM]	-3%	3%	-8%	2.9%
COc1cc(/C=C/C(=O)O)cc(S(=O)(=O)NCCO)c1OC	3%	3%	-21%	?	2%[57.1 µM]	-2%	-10%	-12%	1.0%
CCn1c(=O)c(C(=O)Nn2c(C)nc3ccccc3c2=O)c(O)c2ccccc21	0%	0%	-8%	-10%	0%	-4%	0%	-34%	1.4%

# These rows are one share of the data; count on the stated rates, not on these rows.
